# LDHA inh = blocks human lactate dehydrogenase A. P00338. purified LDHA, NADH/diaphorase-resazurin fluorescence; active compounds read low. activity change, % (values are at about 110 or 230 µM). hit rate 0.15% among 480,000; in the data active means activity change below about -30%; inconclusive means mostly about -25% to -30%;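 further: plate controls were DMSO wells for no effect and wells without enzyme for full effect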
#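 Resorufin fluorescence (ex540/em590), read at 0 and 20 min after diaphorase/resazurin addition, reports the NADH left after a 5 min room-temperature reaction of 2 nM human LDH5 with 0.06 mM NADH and 0.2 mM pyruvate.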
# 12-LOX inh = inhibitors of human 12S-lipoxygenase ALOX12; purified 12hLO, xylenol orange hydroperoxide absorbance; Potency, µM (titrated, usually from 108 µM), for the others: top-dose activity change, negative = inhibition, most hits filed as inhibitors; AID 1671190; hit rate 1.1% among 580,000; further: potency means the concentration at half of the fitted maximal effect; on the % scale 0 is the no-effect control and ±100 the full control effect
#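 Hydroperoxide product was detected by ferrous iron/xylenol orange as the 573 to 405 nm absorbance ratio. Arachidonic acid at 40 uM (final) was turned over for 30 min at room temperature by 150 nM human 12hLO, pH 7.0 Hepes buffer, after 15 min compound preincubation.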
# Vif-A3F inh = blocks the Vif interaction with APOBEC3F | HeLa A3F-eYFP + Vif (tagged APOBEC3F with the HIV-1 protein that degrades it), YFP fluorescence increase | hit rate 0.2% among 390,000 | Potency, µM (titrated, usually from 46.1 µM), for the others: top-dose activity, negative = active; further: potency means the concentration at half of the fitted maximal effect; % of control where 0% means no effect; nearly all actives have a fitted effect of over 65% in size
#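 HeLa cells stably expressing A3F-eYFP plus Vif, plated and incubated overnight at 37 deg C, then exposed to compounds overnight at 37 deg C. Blocked degradation read as raised yellow fluorescence (Ex 488/Em 500-530).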
# Vif-A3G inh = inhibitors of Vif-APOBEC3G interaction. hit rate 0.076% among 410,000. HeLa A3G-eYFP + Vif (tagged APOBEC3G with the HIV-1 protein that degrades it), YFP fluorescence, overnight. Q9HC16. AID 602310. Potency, µM (highest dose often 46.1 µM), for inactives: at the top dose activity, negative = active, usual class: inhibitors;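 further: potency means the concentration at half of the fitted maximal effect; on the % scale 0 is the no-effect control and ±100 the full control effect; nearly all actives have a fitted effect of over 60% in size; hits raise eYFP signal because A3G escapes Vif-driven loss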
# Target sequence (Q9HC16 whole entry, looked up): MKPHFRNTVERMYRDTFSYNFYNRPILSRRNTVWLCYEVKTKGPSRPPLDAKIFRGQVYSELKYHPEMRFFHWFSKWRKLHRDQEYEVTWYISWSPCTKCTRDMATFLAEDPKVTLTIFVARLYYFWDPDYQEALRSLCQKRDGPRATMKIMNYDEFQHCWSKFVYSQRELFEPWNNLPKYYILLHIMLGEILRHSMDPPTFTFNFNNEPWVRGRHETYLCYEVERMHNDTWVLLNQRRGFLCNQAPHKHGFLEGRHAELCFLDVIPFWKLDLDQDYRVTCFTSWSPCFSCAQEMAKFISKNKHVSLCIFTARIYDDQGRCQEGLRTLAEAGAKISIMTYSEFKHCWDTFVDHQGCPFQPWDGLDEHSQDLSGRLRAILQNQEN
#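 Read-out is eYFP fluorescence (Ex 488/Em 500-530) from Vif-expressing HeLa A3G-eYFP cells; more signal means A3G escaped Vif-mediated degradation. Cells plated overnight, compound pinned in, incubated overnight at 37 deg C.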
# ERG Ets-DNA blk = inhibitors of human ERG Ets domain-DNA interaction. AID 624246. hit rate 0.028% among 370,000. P11308. Potency, µM (doses to about 76.9 µM), for inactives: at the highest dose FP activity, negative = inhibition, most hits filed as inhibitors. fluorescence polarization, His-ERG Ets domain / labelled DNA; active means well fitted inhibition curve with a large enough effect in the polarisation, with a control signal flat; inconclusive means small, poorly fitted or top-dose-only effect, or effect the other way, or a change in a side signal; inactive means no such curve, though single readings can be large or run the other way; the % refers to the polarisation;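 further: polarization taken with two DNA probes labelled with fluorescein and Texas red; potency means the concentration at half of the fitted maximal effect; % of control where 0% means no effect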
# Target sequence (P11308 whole entry, looked up, the tested form may be a part): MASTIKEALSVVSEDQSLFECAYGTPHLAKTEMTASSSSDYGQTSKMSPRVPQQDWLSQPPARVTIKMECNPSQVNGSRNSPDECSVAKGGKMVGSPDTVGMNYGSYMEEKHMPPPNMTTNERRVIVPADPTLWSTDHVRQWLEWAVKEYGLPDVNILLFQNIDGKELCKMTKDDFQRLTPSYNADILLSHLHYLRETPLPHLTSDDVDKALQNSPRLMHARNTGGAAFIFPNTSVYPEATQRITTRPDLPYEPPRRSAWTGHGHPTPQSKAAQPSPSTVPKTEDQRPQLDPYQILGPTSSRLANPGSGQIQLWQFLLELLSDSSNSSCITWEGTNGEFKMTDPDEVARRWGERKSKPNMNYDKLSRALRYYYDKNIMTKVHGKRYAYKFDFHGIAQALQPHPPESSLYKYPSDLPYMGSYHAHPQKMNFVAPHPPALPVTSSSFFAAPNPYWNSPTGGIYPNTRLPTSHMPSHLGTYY
#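 His-tagged ERG Ets domain (1 uM in the protein solution; 300mM KCl, 50mM Tris-HCl, 1mM EDTA, 1mM DTT, pH 7.5) received compound, then a probe mix of 5 nM fluorescein-DNA and 100nM Texas-615-DNA. Fluorescence polarization was read for both dyes.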
# RGS4 inh = blocks human RGS4-accelerated GTP hydrolysis. hit rate 0.039% among 390,000. Potency, µM (doses to about 114 µM), inactives show at the top dose activity change, negative = inhibition, actives largely listed as inhibitors. Transcreener GDP fluorescence polarization, RGS4-accelerated GTP hydrolysis; further: potency means the concentration at half of the fitted maximal effect; on the % scale 0 is the no-effect control and ±100 the full control effect; nearly all actives have a fitted effect of over 75% in size; some results filed as inactive show a strong effect at the top dose
# Target sequence (P49798 whole entry, looked up): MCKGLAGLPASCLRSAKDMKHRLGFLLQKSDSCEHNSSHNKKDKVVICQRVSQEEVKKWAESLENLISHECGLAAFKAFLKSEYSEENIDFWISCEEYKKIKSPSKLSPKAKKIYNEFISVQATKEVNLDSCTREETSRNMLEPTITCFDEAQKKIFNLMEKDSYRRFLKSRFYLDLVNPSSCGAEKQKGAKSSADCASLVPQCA
#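 MLSMR compounds (23 nl, pin-transferred) preincubated 10 min at room temperature with a 500nM (2x) first reagent, then RGS4 at 900nM (2x) plus Transcreener GDP mix added; fluorescence polarization (620/688 nm) read before and after 90 min at 30 °C.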
# D2 agonist = D2 dopamine receptor (human) agonism; P14416; HEK293 T-REx D2 cells, calcium flux agonist mode; activation, % at 2 µM; hit rate 0.53% among 340,000;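 active means activation over 3 SD above normal in the single-dose calcium agonist read, cut at about 30% in these data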; further: 0% is about no effect
#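 Calcium-flux readout, 1 cycle/sec over 180 s following compound pin transfer, in inducible HEK293 Trex D2 cells (force-coupled); dopamine controls included. Positive calcium responses during this window marked compounds as potential agonists.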
# Glioma ERSR ind = induces the endoplasmic reticulum stress response in human glioma cells; hit rate 0.02% among 420,000; Potency, µM, inactives show at the highest dose activation, actives largely listed as activators; U87-MG GRP78 promoter luciferase reporter, 16 h; further: potency means the concentration at half of the fitted maximal effect; series mostly up to about 76 µM; % of control where 0% means no effect; nearly all actives have a fitted effect of over 35% in size
#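 Stably transfected U87-MG glioma cells carrying a GRP78-based luciferase sensor; 16 h compound incubation. Luminescence end-point read 10 min after Bright-Glo addition at room temperature.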
# D2 antag = D2 dopamine receptor (human) antagonism; inhibition, % at 10 µM; HEK293 TREx D2 cells, calcium flux, dopamine EC80; P14416; hit rate 2% among 340,000; in the data active means inhibition above about 30%; further: 0% is about no effect
#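 Cells plated overnight at 30 C with tetracycline; no-wash calcium dye, 30–90 min RT; 10 s baseline; compound pinned; 180 s read; EC80 dopamine added; another 180 s read.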
# The depositor's hits bear a star; ? = inconclusive; . = no result given; & = joins results of further samples; [ ] = remark or other dose. Unless noted, the call rests on the fitted dose curve; in most records, active means well fitted curve in the direction sought with a large enough effect; inconclusive means small, poorly fitted or top-dose-only effect, or another doubt; inactive means no such curve, though single readings can be large; an effect the other way counts as inactive or inconclusive.
(1) CC(=C/c1ccccc1)/C=N/NC(=O)c1nnn(-c2nonc2N)c1CN1CCC(C)CC1
(2) C#CCOCCOCCOCCNc1nc(N2CCN(C(=O)CCCCCCCCCCNC(=O)[C@H](CCCCN)n3cc(C[C@@H](C)CC)nn3)CC2)nc(N2CCN(C(=O)CCCCCCCCCCNC(=O)[C@H](CCCCN)n3cc(C[C@@H](C)CC)nn3)CC2)n1
(3) CC(Sc1nnc(-c2ccco2)n1N)C(=O)NC1CCCCC1C (configuration not stated)
(4) CC(C)(C)OC(=O)C[C@@H]1C/C=C\C[C@H](CC(=O)NCCO)C(=O)N2CCC[C@H]2COC1=O
(5) CCCCCc1ccc(-c2ccc(Br)cc2)nc1
(6) CC(C)(C)c1ccc(OC(=O)Cn2c(C(F)(F)F)nc3ccccc32)cc1
(7) COc1ccc(OC)c(-c2csc(N(C)C(=O)Cc3ccccc3)n2)c1
(8) CC(=Nc1ccc(C)cc1C)c1sc2ccccc2c1O
(9) CCN(CC)S(=O)(=O)c1cc(NC(=O)CO/N=C(\N)c2ccccc2Cl)ccc1C
(10) O=c1cc(O)c(-c2cccc(C(F)(F)F)c2)c(Cl)[nH]1
assay / compound	1	2	3	4	5	6	7	8	9	10
LDHA inh	-4	1	2	-14	-10	-7	-20	-1	-2	-7
12-LOX inh	12%	.	2%	12%	-16%	0%	11%	-10%	50%[activator]	-4%
Vif-A3F inh	-14%	5%	-12%	8%	-5%	9%	5%	0%	0%	-1%
Vif-A3G inh	-1%	-26%	4%	2%	-3%	0%	0%	-8%	0%	-1%
ERG Ets-DNA blk	3%	14%	9%	11%	-6%	-2%	-6%	1%	-7%	-5%
RGS4 inh	1%	?	11%	22%	-1%	3%[11.4 µM]	8%	-3%	9%	-5%
D2 agonist	1.4	.	0.6	.	1.0	-1.2	.	2.5	-0.7	0.4
Glioma ERSR ind	-6%	-12%	-2%	-4%	3%	-3%	-3%	-7%	-3%	-5%
D2 antag	-13	.	22	.	.	2	.	29	15	9

# The last 4 entries of the part before lead into the next:
(7) COc1ccc(OC)c(-c2csc(N(C)C(=O)Cc3ccccc3)n2)c1
(8) CC(=Nc1ccc(C)cc1C)c1sc2ccccc2c1O
(9) CCN(CC)S(=O)(=O)c1cc(NC(=O)CO/N=C(\N)c2ccccc2Cl)ccc1C
(10) O=c1cc(O)c(-c2cccc(C(F)(F)F)c2)c(Cl)[nH]1
(11) O=C(Cc1ccccc1)Nc1c(C(=O)c2ccccc2)oc2ccccc12
(12) COc1ccc(CC(=O)NCc2ccc3c(c2)CCN3C(C)=O)cc1
(13) NC(=O)c1oc2ccccc2c1NC(=O)C1COc2ccccc2O1 (configuration not stated)
(14) Cc1ccc(S(=O)(=O)n2nc(C)c(S(=O)(=O)N3CCCCCC3)c2C)cc1C
(15) COCn1ccnc1C(O)(c1ccc(OC)cc1)c1ccc(OC)cc1
(16) CCCCn1c(N)c(N(CCOC)C(=O)COC(=O)COc2cc(C)ccc2Cl)c(=O)[nH]c1=O
(17) CSc1ccccc1NC(=O)CSc1nnc(COc2ccccc2)o1
(18) CCn1c(SCC(=O)Nc2cc(S(=O)(=O)N3CCOCC3)ccc2OC)nnc1-c1ccncc1
(19) Cc1ccc(-c2noc(-c3nnn(CC(=O)Nc4ccc(C)cc4Cl)c3N)n2)cc1
(20) O=C(Cc1ccc(Cl)cc1)NNC(=O)Nc1cccc2ccccc12
assay / compound	7	8	9	10	11	12	13	14	15	16	17	18	19	20
LDHA inh	-20	-1	-2	-7	-3	-5	-10	-5	-2	-3	-1	2	2&-6	-3
12-LOX inh	11%	-10%	50%[activator]	-4%	-32%	-7%	-16%	-27%	-12%	?	-5%	-1%	?	20%
Vif-A3F inh	5%	0%	0%	-1%	-3%	-12%	-17%	-3%	-10%	5%	-27%	-6%	.	-1%
Vif-A3G inh	0%	-8%	0%	-1%	4%	4%	-3%	-4%	-1%	0%	-1%	0%	.	-4%
ERG Ets-DNA blk	-6%	1%	-7%	-5%	4%	1%	-11%	3%	5%	2%	-2%	1%	1%	-1%
RGS4 inh	8%	-3%	9%	-5%	6%	2%	-2%	-11%	-11%	-14%	-2%	-4%	5%	-31%
D2 agonist	.	2.5	-0.7	0.4	0.4	0.1	-0.4	.	.	2.1	-0.9	0.4	1.6	-0.2
Glioma ERSR ind	-3%	-7%	-3%	-5%	-5%	-1%	7%	-2%	-2%	0%	-3%	-3%	.	-4%
D2 antag	.	29	15	9	.	.	13	.	.	-3	19	5	.	7

(21) O=C(CSc1nc(SCC(=O)NCc2ccccc2)n(-c2ccccc2)n1)NCc1ccccc1
(22) COc1ccc(-c2ncncc2-c2ccc(OC)c(OC)c2)c(O)c1
(23) Cc1cccn2c(=O)nc(SCC(=O)c3ccccc3)nc12
(24) N#Cc1c(C(F)(F)F)cc(-c2cccs2)nc1SCC(=O)Nc1cccc(Br)c1
(25) CC(CNCCCn1ccc(NC(=O)OCc2ccccc2)nc1=O)c1ccccc1 (configuration not stated)
(26) COc1ccc(NC(=O)CC2C(=O)N(c3ccc(C)cc3)C(=O)N2C2CCCC2)cc1 (configuration not stated)
(27) COc1ccc(-c2sc3ccc(N4CCOCC4)cc3c2C#CC(C)(C)O)cc1
(28) CCCc1nc(SCC(=O)N2CCCC2)c2c(=O)n(C)c(=O)n(C)c2n1
(29) Cc1onc(-c2c(Cl)cccc2Cl)c1C(=O)Nc1ccc2c(c1)OCO2
(30) O=C(Nc1nc2ccc(Cl)cc2s1)c1cccc(N2C(=O)CCC2=O)c1
assay / compound	21	22	23	24	25	26	27	28	29	30
LDHA inh	0	3	-8	-9	1	-2	0	-5	0	-3
12-LOX inh	-11%	?	4%	-13%	-40%	-13%	?	0%	3%[57.4 µM]	-2%
Vif-A3F inh	-5%	6%	-5%	?	-3%	9%	3%	3%	-3%	9%
Vif-A3G inh	0%	-14%	4%	?	-1%	1%	-2%	4%	-6%	0%
ERG Ets-DNA blk	3%	-4%	7%	?	0%	0%	11%	-9%	.	-5%
RGS4 inh	-8%	2%	1%	6%	4%	5%	1%	9%	12%	-1%
D2 agonist	-0.3	0.4	-1.6	12	.	0.0	-1.2	-0.3	-0.2	0.6
Glioma ERSR ind	-2%	-1%	-1%	-4%	-2%	-3%	-2%	-2%	-2%	3%
D2 antag	-7	-11	7	.	.	.	8	-7	-11	1

(31) CC(OC(=O)c1cccc(-n2cnnn2)c1)C(=O)Nc1ccc(F)cc1 (configuration not stated)
(32) COc1ccc(-c2noc(CN3CCN(c4ccccc4)CC3)n2)cc1
(33) O=C(Nc1ccccc1C(=O)N1CCCC1)c1ccc(Cl)c([N+](=O)[O-])c1
(34) COC(=O)NC(=S)N1CCOCC1
(35) CCOC(=O)c1ccccc1NC(=O)C1CCN(c2ncnc3sc(C)c(C)c23)CC1
(36) Cc1ccc(NC(=O)NCc2cccnc2)cc1Cl
(37) CCOC(=O)c1ccc(NC(=O)/C(C#N)=C/c2ccc(OC)cc2)cc1
(38) CCOC(=O)C1=CC[C@@H](c2cc(OC)c(OC)c(OC)c2)N(S(=O)(=O)c2ccc(C)cc2)[C@H]1C(=O)OCC
(39) O=C(Nc1ccccc1)C1CCOC1=O (configuration not stated)
(40) COc1ccccc1-c1ccnc2[nH]n(-c3ccccc3)c(=O)c12
(41) C=CCNCC(=O)Nc1ccccc1SCC(=O)Nc1ccsc1C(=O)OC
assay / compound	31	32	33	34	35	36	37	38	39	40	41
LDHA inh	-4	-1	-1	-8	-6	1	-2	0	-1	-1	-4
12-LOX inh	?	37%	-6%	?	.	-9%	-9%	16%	?	-27%	-4%
Vif-A3F inh	-2%	0%	14%	5%	-10%	1%	-2%	-5%	-8%	-8%	-1%
Vif-A3G inh	0%	-2%	0%	0%	-7%	-5%	-1%	-3%	0%	-18%	0%
ERG Ets-DNA blk	0%	-4%	3%	-3%	-7%	4%	3%	-4%	-12%	0%	-6%
RGS4 inh	7%	-10%	-30%	-1%	3%	-9%	-2%	-2%	-11%	17%	6%
D2 agonist	0.2	-0.2	.	1.0	-0.1	-0.4	.	.	.	-0.1	0.1
Glioma ERSR ind	-2%	-4%	-1%	-1%	0%	3%	-2%	-5%	0%	2%	-1%
D2 antag	2	0	.	-13	-38	7	.	.	.	.	2

# Among those listed so far, these have an NH in an aromatic ring.
(10) O=c1cc(O)c(-c2cccc(C(F)(F)F)c2)c(Cl)[nH]1
(16) CCCCn1c(N)c(N(CCOC)C(=O)COC(=O)COc2cc(C)ccc2Cl)c(=O)[nH]c1=O
(40) COc1ccccc1-c1ccnc2[nH]n(-c3ccccc3)c(=O)c12
assay / compound	10	16	40
LDHA inh	-7	-3	-1
12-LOX inh	-4%	?	-27%
Vif-A3F inh	-1%	5%	-8%
Vif-A3G inh	-1%	0%	-18%
ERG Ets-DNA blk	-5%	2%	0%
RGS4 inh	-5%	-14%	17%
D2 agonist	0.4	2.1	-0.1
Glioma ERSR ind	-5%	0%	2%
D2 antag	9	-3	.

# Copied from the list:
# For 12-LOX inh, cpd 14 has the entry -27%
# For Glioma ERSR ind, cpd 10 has the entry -5%
# For 12-LOX inh, cpd 33 has the entry -6%

# Screening results from PubChem.

# An excerpt (hit frequency here may not be typical).
